Source: PubChem BioAssay (National Center for Advancing Translational Sciences (NCATS))
BRCT inh red: inhibitors of human BRCA1 BRCT-phosphoprotein interaction (red fluorophore). P38398. BRCT-phosphopeptide binding, red fluorescence polarization. Potency, µM (doses to about 76.9 µM), for inactives: at the top dose activity change, negative = inhibition, most hits filed as inhibitors. 75,000 tested, 0.03% active. AID 892; note: % is set by controls: 0 for no effect and ±100 for the full control effect
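Rhodamine-labelled pBACH1 10-mer (100 nM) bound to BRCT domain (100 nM) at pH 7.3; compounds incubated 12 min room temperature, polarization read. Free peptide defines full inhibition; unlabelled decapeptide titrated as control.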
Hsp90 Hop PPI: changes Hsp90-Hop TPR2A binding signal, up or down; 71,000 tested, 0.44% active; Potency, µM (highest dose often 57 µM), without a hit: at the highest dose activity change, negative = inhibition; AID 595; AlphaScreen TPR2A-His6 binding biotin-Hsp90 C-terminal peptide; active = well fitted curve in either direction with a large enough effect; inconclusive = small, poorly fitted or top-dose-only effect, or another doubt; note: potency is the fitted concentration of half-maximal effect; % is set by controls: 0 for no effect and ±100 for the full control effect; many of its hits are not listed in these tables
USP2a inh: inhibitors of human ubiquitin-specific protease USP2a | AID 927 | 60,000 tested, 0.1% active | O75604 | USP2a enzymatic assay, qHTS inhibition | Potency, µM (highest dose often 38.3 µM), without a hit: at the highest dose activity change, negative = inhibition, hits mostly inhibitors;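 note: potency is the fitted concentration of half-maximal effect; nearly all actives have a fitted effect of over 60% in size; plate controls were DMSO for no effect and NEM full inhibition control for full effect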
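Coupled readout: USP2-cleaved Ub-PLA2 (20nM final) turns over NBD C6-HPC (20uM final), Ex 460nm/Em 535nm after 2.5 h, time-zero read flagging artifacts. Enzyme (20nM final, pH 8.0 Tris) given 30 min RT with compound first; NEM defines full inhibition.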
Ub-GFP proteasome: proteasome inhibitors stabilizing ubiquitin-GFP reporter; Potency, µM (doses to about 45.9 µM), for inactives: at the highest dose activation (GFP accumulation), hits mostly activators; 67,000 tested, under 10 active; Ubiquitin-GFP reporter cells, proteasome inhibition, GFP fluorescence; response scale: untreated = 0%, 10 µM MG-132 = 100%; active = well fitted activation curve with a large enough effect, not every such curve was filed as active; inconclusive = small, poorly fitted or top-dose-only effect, or another doubt; inactive = no such curve, though single readings can be large or run the other way; note: potency is the fitted concentration of half-maximal effect
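Proteasome blockade was scored as a rise in GFP-expressing U2OS cells carrying a ubiquitin(G76V)-GFP construct, imaged after 4 hr compound treatment at 37 °C across a 46 uM–2.9 nM series.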
CRE Fsk mod: alters forskolin-stimulated CRE reporter signaling in CHO cells | CHO CRE-bla reporter (cAMP response element driving beta-lactamase), forskolin EC10, beta-lactamase ratio | Potency, µM (highest dose often 38.2 µM), for inactives: at the top dose activity change, negative = inhibition, usual class: activators | 71,000 tested, 2.5% active; active = well fitted activation curve with a large enough effect in the signal ratio, with a control signal flat, not every such curve was filed as active; inconclusive = small, poorly fitted or top-dose-only effect, or effect the other way, or a change in a side signal; the % refers to the signal ratio; note: potency is the fitted concentration of half-maximal effect; % of control where 0% means no effect
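Beta-lactamase reporter under a cAMP responsive element in CHO cells; compounds tested in titration series against EC10 NKH 477, 3 h at 37 °C. Read-out: CCF4 FRET ratio 460nm/530nm (excitation 405nm) giving %Activity, fitted to AC50.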
BRCT inh green: blocks human BRCA1 BRCT binding to phosphopeptide, green readout. BRCA1 BRCT-phosphopeptide binding, green fluorescence polarization. Potency, µM (doses to about 76.9 µM), for inactives: at the highest dose activity change, negative = inhibition, actives largely listed as inhibitors. 75,000 tested, 0.05% active. AID 875;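 note: potency is the fitted concentration of half-maximal effect; plate controls were peptide without protein for full effect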
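Compounds were incubated for 12 min at room temperature with a complex of 100 nM fluorescein-tagged pBACH1 decapeptide and 250 nM His-tagged BRCT protein. Buffer was phosphate pH 7.3 with EDTA, DTT and Tween 20. Disruption of binding lowers the polarization signal.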
HBB splice mod: alters splicing of the hemoglobin beta chain | HBB splicing reporter cell assay, activation; EGFP reporter with mutant IVS2-654 intron; response scale: normalised to 500 nM splice-correcting PNA | Potency, µM (top dose mostly 46.1 µM), for inactives: at the highest dose activation, most hits filed as activators | 65,000 tested, 0.06% active | AID 925; note: potency is the fitted concentration of half-maximal effect; 0% is about no effect
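HeLa cells stably expressing EGFP interrupted by mutant beta-globin intron 2 (IVS2-654), 500/well in 2% FCS. Treated with compound for 2 days at 37C. Splicing correction scored as total well GFP intensity (488 nm excitation, 500-520 nm emission); 500 nM antisense PNA served as control.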
DNA Pol III inh: inhibitors of bacterial DNA polymerase III holoenzyme | reconstituted DNA polymerase III holoenzyme replication, biochemical | 71,000 tested, 0.25% active | Potency, µM (doses to about 57.1 µM), without a hit: at the highest dose activity change, negative = inhibition | AID 603; note: potency is the fitted concentration of half-maximal effect; % is set by controls: 0 for no effect and ±100 for the full control effect
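Reconstituted *E. coli* holoenzyme (0.35 nM Pol III, 1 nM beta, 154 nM SSB, 2 nM primase) was preincubated with compound for 15 min at RT. Synthesis on 1.4 nM ssM13Gori ran 35 min, then was stopped with PicoGreen/EDTA and read as dsDNA fluorescence.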
Epigenetic mod: derepresses silenced GFP locus in mouse C127i cells; mouse C127i GFP locus derepression, cytometry, 30 h; Potency, µM (series often up to 46.1 µM), for inactives: top-dose GFP derepression (activation); 68,000 tested, 0.09% active; note: % of control where 0% means no effect
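Locus derepression in mouse mammary C127i cells whose integrated CMV-GFP reporter is normally silent; GFP expression after 30 h compound treatment was quantified by counting fluorescent cells.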
ALOX15 inhib: blocks human 15-lipoxygenase activity. 74,000 tested, 1.4% active. AID 887. purified 15hLO-1, xylenol orange hydroperoxide absorbance. P16050. Potency, µM (titrated, usually from 57.1 µM), without a hit: top-dose activity change, negative = inhibition, actives largely listed as inhibitors; note: potency is the fitted concentration of half-maximal effect; % is set by controls: 0 for no effect and ±100 for the full control effect; nearly all actives have a fitted effect of over 55% in size
Target sequence (P16050 whole entry, looked up): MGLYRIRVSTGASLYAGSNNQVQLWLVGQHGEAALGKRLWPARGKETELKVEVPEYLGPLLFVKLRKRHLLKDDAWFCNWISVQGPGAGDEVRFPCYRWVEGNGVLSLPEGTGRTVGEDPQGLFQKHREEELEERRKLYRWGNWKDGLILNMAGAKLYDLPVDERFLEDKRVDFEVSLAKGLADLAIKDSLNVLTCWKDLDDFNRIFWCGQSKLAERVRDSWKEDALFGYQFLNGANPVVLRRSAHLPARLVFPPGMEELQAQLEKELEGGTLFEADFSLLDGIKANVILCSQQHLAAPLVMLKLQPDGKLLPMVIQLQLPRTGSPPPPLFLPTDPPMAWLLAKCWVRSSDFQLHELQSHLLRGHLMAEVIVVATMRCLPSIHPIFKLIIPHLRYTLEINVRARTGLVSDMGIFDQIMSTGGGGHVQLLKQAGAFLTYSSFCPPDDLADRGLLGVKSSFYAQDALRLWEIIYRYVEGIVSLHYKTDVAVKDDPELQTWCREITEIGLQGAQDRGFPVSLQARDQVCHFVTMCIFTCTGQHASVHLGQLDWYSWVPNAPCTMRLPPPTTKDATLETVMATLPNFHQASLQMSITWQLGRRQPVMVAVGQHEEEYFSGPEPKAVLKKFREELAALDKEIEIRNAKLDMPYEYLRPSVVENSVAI
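40 nM 15hLO-1 + cpd, 15 min RT; start w/ 50 uM AA (final), 6 min RT; stop/detect w/ 200 uM XO + 300 uM Fe(II) in 50 mM H2SO4, 30 min; A573/A405. Buffer 25 mM Hepes pH 7.5, 0.01% Triton X-100. No-enzyme wells as negative control.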
HADH2 inh: blocks human hydroxyacyl-CoA dehydrogenase type II; recombinant HADH2, NADH fluorescence, beta-hydroxybutyryl-CoA; Potency, µM (titrated, usually from 57.1 µM), inactives show at the highest dose activity change, negative = inhibition, most hits filed as inhibitors; 73,000 tested, 3.4% active; AID 886; note: potency is the fitted concentration of half-maximal effect; % is set by controls: 0 for no effect and ±100 for the full control effect; nearly all actives have a fitted effect of over 60% in size; many of its hits are not listed in these tables
Target sequence (Q99714 whole entry, looked up, one chain of several): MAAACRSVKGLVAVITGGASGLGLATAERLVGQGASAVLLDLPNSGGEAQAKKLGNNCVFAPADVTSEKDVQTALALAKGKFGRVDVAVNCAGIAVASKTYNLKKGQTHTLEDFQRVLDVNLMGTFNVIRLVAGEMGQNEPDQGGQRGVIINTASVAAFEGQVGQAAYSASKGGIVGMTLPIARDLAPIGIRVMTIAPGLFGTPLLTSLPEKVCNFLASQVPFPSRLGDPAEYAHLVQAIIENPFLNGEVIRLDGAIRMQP
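20 nM HADH2 + cpd, 15 min RT; add 1 mM NAD+/90 uM beta-hydroxybutyryl-CoA; kinetic fluorescence 360/450 nm, 4 min. Tris-HCl pH 9.0, 0.01% Tween-20.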
* marks the source's active call; other numbers are inactive results; ? = inconclusive; . = no result given; [ ] = remark or other dose. Unless noted, calls come from the whole dose curve; as a rule, active = well fitted curve in the direction sought with a large enough effect; inconclusive = small, poorly fitted or top-dose-only effect, or another doubt; inactive = no such curve, though single readings can be large; an effect the other way counts as inactive or inconclusive.

Each structure is followed by: BRCT inh red	Epigenetic mod	Hsp90 Hop PPI	BRCT inh green	HADH2 inh	DNA Pol III inh	ALOX15 inhib	HBB splice mod	CRE Fsk mod	Ub-GFP proteasome	USP2a inh
- COc1ccc(CN2CCNC(=O)C2CC(=O)O)cc1OC (configuration not stated)
→ 0.4%	.	-1.2%	0.2%	-2.9%	-9.7%	2.0%	0.5%	3.6%	15.2%	.
- COC(=O)c1cc2occc2n1Cc1c(F)cccc1Cl
→ -0.8%	0.0%	2.5%	-0.3%	5.2%	-1.2%	-15.4%	0.2%	6.9%	9.6%	-9.3%
- CCc1c(C)nc2ncnn2c1Nc1ccc(C#N)c(Cl)c1
→ 1.2%	2.6%	4.0%	-2.0%	3.7%	-2.2%	-20.2%	.	3.6%	10.2%	-2.2%
- CCc1ccc(OCC(=O)N(C)C)c(Br)c1
→ 0.9%	-1.6%	-4.2%	0.3%	-0.8%	-1.8%	7.1%	-2.8%	3.8%	-4.0%	-7.8%
- C/C(N)=C(\C#N)C(=O)NCc1ccccn1
→ -2.2%	0.0%	-9.5%	-0.5%	-5.6%	-2.0%	16.5%	3.2%[0.369 µM]	9.4%	.	-0.4%
- Cc1c(S(=O)(=O)Nc2cccc(Cl)c2)c(=O)n(C)c(=O)n1C
→ -0.9%	.	-2.1%	-1.2%	9.1%	-10.2%	3.2%	0.3%	2µM*	-6.5%	.
- Cc1cc(C)n(CCCNC(=O)c2ccc3c(c2)NC(=O)CS3)n1
→ 0.6%	0.0%	-0.2%	-1.1%	-2.3%	1.4%	16.8%	0.6%[57.5 µM]	5.2%	-5.7%	4.5%
- CN1CCN(S(=O)(=O)c2cccc(C(=O)N(c3ccccn3)C3CCCCC3)c2)CC1
→ -0.5%	-2.1%	-0.8%	-1.2%	-0.5%	-5.1%	4.8%	-1.9%	?	0.8%	10.2%
- Cc1nc2ccccc2c(=O)n1N
→ 0.9%	2.2%	-0.2%	-1.9%	3.3%	0.0%	10.6%	-1.5%	-5.4%	0.9%	-5.3%
- Cc1ccccc1Nc1nnc(SCC(=O)NCc2ccco2)s1
→ -1.3%	-1.1%	-6.1%	-1.7%	-0.4%	-1.6%	-16.9%	-0.7%	-22.6%	1.1%	9.6%
- CCOC(=O)N1CCN(c2c(N3CCc4ccccc43)c(=O)c2=O)CC1
→ -1.1%	.	-3.6%[2.3 µM]	-4.6%	-17.4%	-1.1%	-4.2%	0.2%	-4.3%	-14.3%	.
- CCCC(=O)n1nc(-c2ccc(OC)cc2)nc1N
→ -1.2%	0.0%	0.7%	-0.2%	0.7%	-2.5%	-4.7%	7.7%	-2.4%	-1.4%	0.0%
- C=CC[C@@H]1C=C[C@@H](O/N=C(/C)CCC(=O)OC[C@@H]2O[C@H](c3ccccc3)C=C[C@@H]2Oc2ccc(OC)cc2)[C@@H](CO)O1
→ 0.8%[15.4 µM]	.	.	9.2%[15.4 µM]	-2.0%[11.4 µM]	.	0.0%[11.4 µM]	3.7%[9.22 µM]	.	.	.
- COc1ccc(CCNC(=O)c2ccc(NS(=O)(=O)c3c(C)noc3C)cc2)cc1OC
→ -0.3%	4.0%	-5.6%	-0.2%	-8.7%	-4.9%	4.7%	-0.1%	13.8%	-5.6%	1.6%
- O=C(Cn1c(N2CCN(c3ccccc3)CC2)nc2ccccc21)c1ccccc1
→ -1.0%	0.0%	-9.4%	-1.5%	6.4%	-5.0%	-1.2%	-0.2%	-6.6%	5.8%	0.2%
- CC1CCN(C(=O)C2CCN(C(=O)c3cc4sccc4n3Cc3ccc(F)cc3)CC2)CC1
→ -0.3%	1.8%	-14.3%	0.7%	-7.9%	2.1%	-24.6%	-2.0%	?	0.3%	48.1%[activator]
- c1cn2cc(-c3ccc4c(c3)OCO4)nc2s1
→ 0.0%	-0.4%	-3.5%	-0.9%	?	-0.7%	?	-1.4%	?	-2.8%	-10.2%
- CC1Cc2nc(SCC(=O)N3CCOCC3)n(-c3ccccc3)c(=O)c2S1 (configuration not stated)
→ -3.3%	.	9.0%	-2.4%	3.9%	-0.4%	-22.5%	-0.5%	12.0%	8.4%	.
- CC(C)CCn1c(N2CCOCC2)nc2c1c(=O)n(CC(N)=O)c(=O)n2C
→ -0.4%	-0.5%	-0.7%	-2.4%	5.8%	-3.7%	10.1%	2.9%[0.369 µM]	2.1%	.	6.1%
- COc1ccc(S(=O)(=O)N2CCCC2C(=O)Nc2nccs2)cc1 (configuration not stated)
→ -2.6%	-3.2%	-0.6%	-0.2%	5.6%	-6.2%	3.9%	0.0%	-3.6%	0.2%	3.1%

Continued:
Each structure is followed by: BRCT inh red	Epigenetic mod	Hsp90 Hop PPI	BRCT inh green	HADH2 inh	DNA Pol III inh	ALOX15 inhib	HBB splice mod	CRE Fsk mod	Ub-GFP proteasome	USP2a inh
- O=C(Nc1nccs1)C1CCCN(S(=O)(=O)c2cccc3cccnc23)C1 (configuration not stated)
→ 0.5%	4.2%	-2.9%	0.3%	-4.2%	1.1%	2.3%	-0.7%	?	9.4%	.
- Cn1c(=N)n(CC(O)c2ccco2)c2ccccc21 (configuration not stated)
→ 1.3%	11.4%	-3.9%	-1.5%	8.2%	-1.8%	-15.5%	-1.2%	-3.2%	8.9%	-0.8%
- O=C(Cn1nc(Cc2cccnc2)c2ccccc2c1=O)NCCCN1CCCC1=O
→ 0.2%	3.1%	-3.8%	-1.2%	11.2%	2.2%	3.9%	0.6%	-2.4%	7.4%	.
- CCOc1ccc(NC(=O)C2CSC(c3ccncc3)=N2)cc1 (configuration not stated)
→ -0.1%	-0.5%	0.8%	-0.9%	-8.3%	-1.5%	-16.6%	-0.6%	-3.3%	-8.8%	.
- O=C(O)CCCn1nc(C(F)(F)F)c2c1CCCCC2
→ 1.1%	0.0%	-1.2%	-0.5%	14.3%	-10.3%	23.0%	0.1%[57.5 µM]	?	-2.3%	.
- O=C1c2ccccc2C(O)(Cc2ccccc2)N1C1CCCCC1 (configuration not stated)
→ -1.1%	1.7%	-4.9%	-0.7%	7.7%	-2.4%	0.6%	-3.4%	-2.3%	1.3%	8.0%
- CCOc1ccccc1C(=O)N1CCCCC1C (configuration not stated)
→ -0.5%	3.2%	1.5%	-0.6%	-1.7%	-0.1%	0.4%	5.0%	3.1%	-2.1%	3.2%
- O=C(Cc1ccccc1F)Nc1nc(-c2cccs2)cs1
→ 1.2%	-1.0%	1.7%	-2.4%	-5.9%	-3.0%	-21.1%	-4.3%	11.0%	-7.9%	-1.3%
- COc1ccc(-c2noc(-c3cc(C)cc(C)c3)n2)cc1OC
→ 0.3%	.	-4.9%[2.3 µM]	-3.8%	5.8%	-4.3%	-11.7%	-0.1%	?	0.0%	.
- CS(=O)(=O)Nc1cccc2cccnc12
→ 0.3%	10.7%	?	-0.5%	-1.0%	-1.9%	44.4%[activator]	-1.7%	-12.5%	-14.5%	14.3%
- COC(=O)c1ccc(OCC2c3cc(OC)c(OC)cc3CCN2C(=O)c2ccco2)cc1 (configuration not stated)
→ -0.4%	0.0%	-14.5%	2.4%	-2.6%	-4.4%	-10.9%	5.5%[0.369 µM]	1.58µM*	0.0%	24.0%
- CCCC1(C(=O)OC)NC(c2cc(OC)c(OC)c(OC)c2)C2C(=O)N(CC)C(=O)C21 (configuration not stated)
→ 0.1%	-3.4%	-2.3%	-3.1%	3.9%	-0.7%	3.3%	.	1.9%	0.6%	-0.1%
- O=C(NCSC1=NCCS1)c1ccccc1
→ -0.4%	0.0%	-2.5%	-0.5%	5.4%	-2.1%	5.9%	-0.5%	-4.9%	7.9%	2.9%
- Nc1ccccc1SCC(=O)N1CCc2ccccc21
→ 1.5%	-1.7%	-0.8%	-3.0%	0.6%	-1.9%	-5.7%	.	-11.1%	2.4%	7.8%
- CCN(CC)CC(=O)Nc1c(Br)ccc2c1OCO2
→ 0.5%	2.1%	1.1%	-1.0%	12.5%	-5.2%	9.8%	-0.5%[57.5 µM]	-1.8%	1.2%	-4.6%
- COc1ccc(CNC(=O)Nc2cccs2)cc1OC
→ 0.4%	-1.1%	-2.6%	1.9%	-26.4%	-3.7%	-27.5%	-2.2%	8.9%	-2.4%	11.2%

These rows are one share of the data; count on the stated rates, not on these rows.
